S3 lipid droplet: qHTS Assay for Lipid Storage Modulators in Drosophila S3 Cells | Drosophila S3 cells, BODIPY lipid droplet fluorescence, 18-24 h; cells fed with added oleic acid | lipid storage change, negative = inhibition, % at the top dose, mostly 46.1 µM; hits show Potency in µM | actives 0.64% (n = 320,000) | AID 2685, 2010; active means well fitted inhibition curve with a large enough effect in the signal ratio, with a control signal flat, not every such curve was filed as active; inconclusive means small, poorly fitted or top-dose-only effect, or effect the other way, or a change in a side signal; the % refers to the signal ratio
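Drosophila S3 cells loaded with oleic acid (400 uM, as added) and compounds at several concentrations; lipid droplets imaged by 488-nm laser-scanning cytometry, 500–530 nm intensity and object ratio to cell channel. Percent activity normalized to 20 uM Triacsin C.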
S3 lipid droplet cell count max: further read-out of S3 lipid droplet, marked with its call; cell number change, %; measured here: cell count max response;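 cells counted by Cell Tracker Red CMTPX staining in the red channel; peak over a dose series mostly up to 46.1 µM; percent activity relative to internal control wells on each plate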
* marks the source's active call; other numbers are inactive results; i = inactive; ? = inconclusive; nt = not tested or not shown; [ ] = remark or other dose. On the % scale 0 is the no-effect control and ±100 the full control effect; potency means the concentration at half of the fitted maximal effect. These rows are one share of the data. The share of hits here may be higher or lower than overall.

| SMILES | S3 lipid droplet | S3 lipid droplet cell count max |
| --- | --- | --- |
| O=C1C(CCCNC(=S)NCc2ccccc2)NC(=S)N1Cc1ccccc1 (stereo not given) | ? | nt |
| Cc1ccccc1C(=O)NC1CCCN(Cc2ccccc2F)C1 (stereo not given) | ? | nt |
| CCN(CC(=O)NCc1cccs1)C(=O)CCCOc1ccccc1 | ? | nt |
| O=C(c1cccc(NS(=O)(=O)c2ccccc2)c1)N1CCCCC1 | ? | nt |
| CCOC(=O)C(NC(=O)c1ccccc1)(OCC1(CC)COC1)C(F)(F)F (stereo not given) | -4% | -1 |
| CCOc1ccc(CCNC(=O)c2cnccn2)cc1OCC | ? | nt |
| O=C(CNc1ccc(F)cc1)N/N=C1\CCCc2ccccc21 | ? | nt |
| Cc1ccccc1COc1ccc(/C(O)=C2/C(=O)C(=O)N(CCCn3ccnc3)C2c2ccco2)cc1 (stereo not given) | ? | nt |
| C#CCOCCOCCOCCNc1nc(N2CCN(C(=O)[C@H](CCCCN)n3cc(C(N)CO)nn3)CC2)nc(N2CCN(C(=O)[C@H](CCC(=O)O)n3cc(C(N)[C@H](C)CC)nn3)CC2)n1 (stereo not given in full) | 0% | -13 |
| CCOC(=O)c1ccc(CNC(=O)CSc2nc(NC(=O)c3ccccc3)c3c(C)c(C)oc3n2)cc1 | ? | nt |
| COc1ccc(-n2c(Cc3cccs3)nnc2SCC(=O)Nc2ccc3c(c2)OCCO3)cc1 | ? | nt |
| CC(=O)NC(Cc1cccc(F)c1)C(=O)NC1CCN(C(=O)c2cccc(C)c2)CC1 (stereo not given) | -5% | 0 |
| O=C(O)CCc1ccc(S(=O)(=O)N2CCOCC2)cc1 | ? | nt |
| O=C(COC(=O)C1(c2ccc(F)cc2)CCCC1)Nc1ncc(C(F)(F)F)cc1Cl | ? | nt |
| CCCCNC(=O)c1cc(-c2ccc(OC)c(OC)c2)on1 | ? | nt |
| COCCn1c(SCC(=O)N2CCC(C)CC2)nc2c(c1=O)SCC2 | 6% | -6 |
| CC(NC(=O)C1CCCN(C(=O)c2ccc(Cl)cc2)C1)c1cccc(C(F)(F)F)c1 (stereo not given) | ? | nt |
| CCOC(=O)c1nc(-c2ccccc2)sc1C(C)=O | 7% | 5 |
| COc1ccc(OCC(=O)NNC(=S)NC(=O)c2ccc([N+](=O)[O-])cc2)cc1 | ? | nt |
| COc1ccc(CCNC(=O)c2cc3c(=O)n4cccc(C)c4nc3n(CC3CCCO3)c2=N)cc1 (stereo not given) | -13% | -2 |
| CCCn1c2ccccc2c2cnn(CC(=O)NC3CCCC(C)C3C)c(=O)c21 (stereo not given) | ? | nt |
| CCOc1ccc(N/C=C/C(=O)c2ccc(OC)c(OC)c2)cc1 | ? | nt |
| CC1(C)CC(NC(=S)NC(=O)c2cc(Br)ccc2Cl)CC(C)(C)N1 | 5% | 17 |
| CCCCNC(=O)CCCn1c(=S)[nH]c2cc3c(cc2c1=O)OCO3 | 19% | 10 |
| O=C(Nc1c(F)cc(F)cc1Br)c1cc2nc(C(F)F)cc(C(F)F)n2n1 | i | nt |
| Cc1ccc(S(=O)(=O)N(C)C)cc1NC(=O)COC(=O)C1CC(=O)N(c2ccc3c(c2)OCCO3)C1 (stereo not given) | 6%[0.0737 µM] | nt |
| Cc1c(C(=O)N2CCCC2)sc(NC(=O)c2cccc(Cl)c2)c1C#N | ? | nt |
| C/C(=N/NC(=O)c1cc(-c2cccc([N+](=O)[O-])c2)n[nH]1)c1cccc(O)c1 | 0% | -13 |
| NC(=O)NC(CC(=O)NCCCc1ccccc1)c1ccccc1Cl (stereo not given) | ? | nt |
| COc1cc(OC)cc(-c2oc(=O)c3cc(OC)c(OC)cc3c2/C=C/c2ccc(F)cc2)c1 | i | 0 |
| CCOC(=O)Cn1nc(C)c2c1CCCC2=O | ? | nt |
| CCN(CCO)Cc1cn[nH]c1-c1ccc(C)c(C)c1 | 15% | -9 |
| O=C(c1ccc(-c2ccccc2)c(F)c1)C1CCCN(C(=O)c2cncs2)C1 (stereo not given) | ? | nt |
| O=C(CN1C(=O)CCC1=O)Nc1nc(-c2ccc3ccccc3c2)cs1 | ? | nt |
| COc1cccc(C2c3[nH]c4ccccc4c3C[C@H]3C(=O)N(C4CC4)CC(=O)N23)c1 (stereo not given in full) | 1% | 1 |
| COc1ccccc1NC(=O)c1ccc(NS(=O)(=O)c2c(C)noc2C)cc1 | 6% | -10 |
| Cc1ccc2c(CC(=O)Nc3ccc(N4CCN(C)CC4)cc3C)coc2c1 | ? | nt |
| CC1CCCN(C(c2ccccc2)c2sc3ncnn3c2O)C1 (stereo not given) | ? | nt |
| O=C(C[n+]1ccc(C(=O)N/N=C/c2ccc(OCc3ccccc3)cc2)cc1)c1ccccc1 | i | -11 |
| COc1cccc(S(=O)(=O)Nc2cccc(C(=O)N3CCCCCC3)c2)c1 | 0% | -18 |
| O=C1CC(=Nc2ccccc2)NN1c1ccccc1 | 0% | nt |
| COc1ccc(C(=O)COC(=O)CCCn2c(=O)oc3ccccc32)cc1 | 1% | 1 |
| COc1ccc(CCNC(=O)C(C)OC(=O)c2cccs2)cc1OC (stereo not given) | ? | nt |
| NNC(=O)CN1C(c2cccc(Cl)c2)=Nc2ccc(Br)cc2C1c1ccccc1 (stereo not given) | ? | nt |
| Cc1c(C(=O)N2CCCCC2)c(S(=O)(=O)N(C)Cc2ccco2)c(C)n1C | ? | nt |
| O=C(CSc1nnc(Cc2ccc3c(c2)OCO3)n1C1CCCCC1)NC1CCCC1 | -5% | -6 |
| COc1cc(OC)cc(C(=O)NCC(=O)OC2CCOC2=O)c1 (stereo not given) | -10% | -11 |
| Cc1ccc(S(=O)(=O)CCC(=O)Nc2cccc(S(=O)(=O)N3CCCCCC3)c2)cc1 | ? | nt |
| O=C(OCc1cnc(Cl)s1)c1cccc(Cl)c1Cl | i | nt |
| Cc1cc(C(=O)O)c(=O)[nH]c1C | 20% | -3 |

Next part
| SMILES | S3 lipid droplet | S3 lipid droplet cell count max |
| --- | --- | --- |
| COc1ccc(S(=O)(=O)NCC(c2ccc3c(c2)OCO3)N2CCOCC2)cc1C (stereo not given) | 7% | -2 |
| Cc1ccc(CS(=O)(=O)CCC(=O)NCc2ccc3c(c2)OCO3)cc1 | -14% | -5 |
| COc1cc(C)nc(N2CCCC(C(=O)NCC(C)C)C2)n1 (stereo not given) | ? | nt |
| COc1ccc2cc(CN(Cc3ccco3)C(c3nnnn3C3CCCCC3)C(C)C)c(=O)[nH]c2c1 (stereo not given) | ? | nt |
| CCC(NS(=O)(=O)c1cccs1)c1ccc(C)cc1 (stereo not given) | 0.16µM* | 13* |
| Oc1ccc(Cl)cc1/C=N/c1nccs1 | 21% | -2 |
| O=C(Cn1c(O)c(/C=C2\C=Nc3ccccc32)sc1=O)Nc1ccc2c(c1)OCO2 | ? | nt |
| Cc1ccc2[nH]c(=O)c(C(c3nnnn3C3CCCC3)N3CCCc4ccccc43)cc2c1 (stereo not given) | -3% | -3 |
| O=C(/C=C/c1ccco1)NCC1(c2ccccc2)CCCC1 | -13% | -8 |
| COc1ccccc1NC(=O)C1CCN(S(=O)(=O)c2ccc3c(c2)CC(C)N3C(C)=O)CC1 (stereo not given) | i | -4 |
| Cn1c(SCc2ccc(C#N)cc2)nnc1-c1cccc(Cl)c1 | ? | nt |
| Cc1cc(NC(=O)CSc2nnc(Cc3ccccc3)o2)no1 | ? | nt |
| C/C(=C\c1ccccc1)C(=O)n1nnc2ccccc21 | -10% | 1 |
| COC(=O)c1c(NC(=O)CSc2nnnn2-c2ccccc2)sc2c1CCCC2 | ? | nt |
| CSc1ccccc1NC(=O)CN1C(=O)C2CC=CCC2C1=O (stereo not given) | ? | nt |
| CN(C(=O)c1ccco1)c1nc(CC(=O)Nc2ccccc2)cs1 | -4% | -13 |
| COC(C(=O)Nc1ccnn1C1CCN(Cc2ccc(C)s2)CC1)c1ccccc1 (stereo not given) | 4% | -2 |
| Cc1ccc(/C=C2\SC(=S)N(Cc3ccccc3)C2=O)o1 | 5% | -3 |
| c1ccc(Cn2cc(CNc3ccccc3)nn2)cc1 | 3% | 0 |
| CCC1=C(OC(=O)N(CC)CC)N2C(=O)OC(=NCC(=O)OC)[C@]2(Cc2ccccc2)[C@H]2C1=CC[C@H]1C(=O)N(C)C(=O)[C@H]12 | 9% | 5 |
| CCCSc1nc2ccsc2c(=O)n1CC | ? | nt |
| C=CCOc1c(Br)cc(/C=C2/NC(=S)N(C(C)=O)C2=O)cc1OC | 1% | 18 |
| Cc1ccc(S(=O)(=O)N2CCOC23CCN(S(=O)(=O)c2cccs2)CC3)cc1 | 28% | 19 |
| Nc1ccccc1C(=O)/C=C/c1ccc2c(c1)OCO2 | ? | nt |
| O=S(=O)(/N=C(/Nc1ccc(F)cc1F)c1ccccc1)c1ccc(Br)cc1 | -5% | -10 |
| CCCNC(=O)Nc1ccc(C)cc1C | 23% | 10 |
| COc1cc(C(=O)OCC(=O)NCCN2C(=O)CSC2=O)ccc1OCc1c(C)noc1C | ? | nt |
| CCCn1cc2c(c1-c1ccc(C)cc1)c(=O)n(C)c(=O)n2C | -10% | 5 |
| CN(c1ccc(C(=O)Nc2cccc([N+](=O)[O-])c2)cc1)S(C)(=O)=O | 0% | 0 |
| O=[N+]([O-])c1cccc(CNCc2ccccc2)c1 | -23% | -2 |

In another format: entries from further up.
CCCSc1nc2ccsc2c(=O)n1CC
  S3 lipid droplet: ?	S3 lipid droplet cell count max: nt
CN(c1ccc(C(=O)Nc2cccc([N+](=O)[O-])c2)cc1)S(C)(=O)=O
  S3 lipid droplet: 0%	S3 lipid droplet cell count max: 0
Nc1ccccc1C(=O)/C=C/c1ccc2c(c1)OCO2
  S3 lipid droplet: ?	S3 lipid droplet cell count max: nt
O=S(=O)(/N=C(/Nc1ccc(F)cc1F)c1ccccc1)c1ccc(Br)cc1
  S3 lipid droplet: -5%	S3 lipid droplet cell count max: -10

Other compounds.
| SMILES | S3 lipid droplet | S3 lipid droplet cell count max |
| --- | --- | --- |
| CSCC[C@H](NC(=O)NC1CCCC1)C(=O)O | -5% | 8 |
| COc1cccc(C(=O)N2CCN(Cc3cn[nH]c3-c3ccc(F)cc3F)CC2)c1 | ? | nt |
| Cc1cccc(N=C2NC(=O)C(CO)(CO)S2)c1 | 18% | -6 |
| CC1(C)CC2(CCO1)OC(=O)CC2C(=O)Nc1ccccc1Cl (stereo not given) | 30% | 1 |
| CC(C)NC(NC(=O)Cc1ccccc1)C(Cl)(Cl)Cl (stereo not given) | -2% | 11 |
| CCN1C(=O)/C(=C\c2ccc(-c3cccc(C(=O)OC)c3)o2)SC1=Nc1ccc(C(=O)O)cc1 | 6.5µM* | -21* |
| O=C(NCCC1CCCCN1S(=O)(=O)c1ccc(F)cc1)C(=O)NCC1CCCO1 (stereo not given) | -2% | -13 |
| Cc1cc([N+](=O)[O-])nn1CC(=O)NNC(=S)Nc1ccc([N+](=O)[O-])cc1 | ? | nt |
| O=C1CCC(C(=O)Nc2nnc(C3CC3)s2)=NN1 | ? | nt |
| Cc1noc(C)c1COc1ccccc1C(=O)N1CCN(c2cccc(Cl)c2)CC1 | ? | nt |
| CCOC(=O)c1[nH]c2ccc(OC)cc2c1NC(=O)/C=C/c1ccc2c(c1)OCO2 | 0% | -11 |
| FC(F)(F)c1cccc(N2CCc3cn[nH]c32)c1 | ? | nt |
| COc1ccc(OCC(=O)Nc2ccc(N3CCOCC3)cc2)cc1 | ? | nt |
| CC1CC(C)CN(S(=O)(=O)c2cc3c4c(c2)CCC(=O)N4CCC3)C1 (stereo not given) | -28%[0.0737 µM] | 29 |
| Oc1cc(NCCN2CCOCC2)cc2cccnc12 | 16% | 0 |
| Cc1ccc(Oc2ccccc2NC(=O)CN2C(=O)NC3(CCCC3)C2=O)cc1 | ? | nt |
| CC1CSc2nc3sc4c(c3c(=O)n21)CCCC4 (stereo not given) | ? | nt |
| Cc1ccnn1-c1ccc(C(=O)NCC(c2ccco2)N2CCCC2)cc1 (stereo not given) | ? | nt |
| COc1ccc(C)cc1NC(=O)n1ncc2cc(Cl)ccc21 | ? | nt |
| O=C(O)CCc1ccc(-c2ccc(Cl)cc2)n1CC(=O)O | ? | nt |
| CCN(c1cccc(C)c1)S(=O)(=O)c1ccc(-n2cccn2)cc1 | i | -22 |
| COc1nc(NCC(C)C)nc(Oc2ccc(OCc3ccccc3)nn2)n1 | ? | nt |
| COc1ccc(/C=C/C(=O)N2CCCc3ccccc32)c(OC)c1 | ? | nt |
| CC1=CC(c2ccc(Cl)cc2)n2nc(N3C(=O)CCC3=O)nc2N1 (stereo not given) | -7% | -19 |
| Cc1ccc(N2C(=O)N(CC(=O)Nc3cccc(Cl)c3)C(=O)C2C)cc1 (stereo not given) | ? | nt |
| Cc1cc(C)n(-c2ccc(C(=O)C(C#N)c3nc4ccccc4n3C)cc2)n1 (stereo not given) | ? | nt |
| COc1ccc(S(=O)(=O)N2CCCC2)c(C)c1C | ? | nt |
| O=C(COc1ccc(Br)cc1)Nc1nnc(C2CC2)s1 | ? | nt |

Reformatted: entries from further up
Order of values: S3 lipid droplet	S3 lipid droplet cell count max
- COc1ccc(/C=C/C(=O)N2CCCc3ccccc32)c(OC)c1
    ?	nt
- Cc1ccc(N2C(=O)N(CC(=O)Nc3cccc(Cl)c3)C(=O)C2C)cc1 (stereo not given)
    ?	nt
- Cc1cc(C)n(-c2ccc(C(=O)C(C#N)c3nc4ccccc4n3C)cc2)n1 (stereo not given)
    ?	nt

From PubChem
